APE1 inh – qHTS Assay for Inhibitors of the Human Apurinic/apyrimidinic Endonuclease 1 (APE1); DNA repair nuclease/redox regulator APEX1 (Homo sapiens), P27695; recombinant APE1, TAMRA/BHQ-2 abasic DNA cleavage fluorescence; Potency, µM (highest dose often 65.8 µM), for the others: top-dose activity change, negative = inhibition, usual class: inhibitors; 0.35% of 350,000 active; AID 2517, 2012;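 note: plate controls were vehicle for no effect and reference inhibitor for full effect; nearly all actives have a fitted effect of over 55% in size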
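Compound pre-exposure to 0.75 nM APE1, 15 min at ambient temperature. Reaction initiated with 50 nM TAMRA/BHQ-2 THF substrate, read immediately in kinetic mode, 525 nm excitation, 598 nm emission.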
Pol beta inh – qHTS Assay for Inhibitors of DNA Polymerase Beta; P06746; Pol beta primer extension/strand displacement, fluorescence kinetic; Potency, µM (top dose mostly 114 µM), without a hit: at the highest dose activity change, negative = inhibition, actives largely listed as inhibitors; 1.3% of 340,000 active; AID 485314, 2010; note: % is set by controls: 0 for no effect and ±100 for the full control effect
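Pol beta (10 nM) was preincubated with compound for 15 min at room temperature. The reaction was then started with 50 nM substrate and read immediately and after a further 10 min at room temperature.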
POLI inh – qHTS for Inhibitors of Polymerase Iota; Pol iota fluorescent replication assay, 10 min; DNA polymerase iota (Homo sapiens), Q9UNA4; Potency, µM (top dose mostly 115 µM), for inactives: at the top dose activity, negative = inhibition, usual class: inhibitors; 1% of 390,000 active; AID 588590, 2011
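Pol iota at 10 nM preincubated 15 min with compounds at room temperature; reaction started with fluorescent substrate, 50 nM final. Fluorescence read kinetically at 0 and 10 min; buffer-only wells as negative control.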
Pol kappa inh – qHTS for Inhibitors of Polymerase Kappa. purified Pol kappa, fluorescent DNA synthesis assay, 10 min. Potency, µM (highest dose often 107 µM), without a hit: at the top dose activity, negative = inhibition, most hits filed as inhibitors. 0.53% of 400,000 active; note: % is set by controls: 0 for no effect and ±100 for the full control effect
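10 nM Pol kappa preincubated 15 min at room temperature with compounds, then reaction started with substrate at 50 nM final. Fluorescence read kinetically at 0 and 10 min; buffer-only wells served as negative control.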
BLM inh – qHTS Assay for Inhibitors of Bloom's syndrome helicase (BLM); recombinant BLM DNA unwinding, fluorescence dequenching; Potency, µM (series often up to 56.1 µM), for inactives: top-dose activity change, negative = inhibition, actives largely listed as inhibitors; 0.2% of 350,000 active; RecQ-like DNA helicase BLM (Homo sapiens), P54132;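 note: plate controls were vehicle for no effect and no enzyme for full effect; nearly all actives have a fitted effect of over 35% in size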
BAZ2B inh – qHTS Assay for Inhibitors of BAZ2B; Bromodomain adjacent to zinc finger domain protein 2B (Homo sapiens), Q9UIF8; AlphaScreen BAZ2B-H3K14Ac peptide displacement; AID 504333, 2011; 4.4% of 360,000 active; Potency, µM (series often up to 114 µM), without a hit: at the highest dose activity change, negative = inhibition, hits mostly inhibitors; note: % is set by controls: 0 for no effect and ±100 for the full control effect; nearly all actives have a fitted effect of over 60% in size
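Compounds, titrated to a top concentration of 110 uM, were incubated 30 min at room temperature with preformed BAZ2B/acetyl-K14 H3 peptide complex (50 nM each). Proximity signal was measured by AlphaScreen after 20 min with beads.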
G9a inh – qHTS Assay for Inhibitors of Histone Lysine Methyltransferase G9a | G9a H3K9 monomethylation, AlphaScreen, 2 h | Potency, µM (series often up to 102 µM), for the others: at the top dose activity, negative = inhibition, actives largely listed as inhibitors | Histone-lysine N-methyltransferase EHMT2 (Homo sapiens), Q96KQ7 | 8.8% of 350,000 active; note: % is set by controls: 0 for no effect and ±100 for the full control effect; nearly all actives have a fitted effect of over 75% in size
Target sequence (Q96KQ7 913-1193 limits assumed): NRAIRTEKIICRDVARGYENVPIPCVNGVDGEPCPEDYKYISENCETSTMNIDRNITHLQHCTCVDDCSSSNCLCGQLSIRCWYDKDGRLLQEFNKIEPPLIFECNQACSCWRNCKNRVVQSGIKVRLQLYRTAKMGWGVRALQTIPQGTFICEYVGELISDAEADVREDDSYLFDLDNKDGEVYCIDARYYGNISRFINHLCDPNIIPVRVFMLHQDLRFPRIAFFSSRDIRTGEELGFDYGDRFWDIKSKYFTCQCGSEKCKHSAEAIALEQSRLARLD
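AlphaScreen detection with an anti-monomethyl H3K9 antibody quantified product after a 2 h room-temperature reaction containing 500 nM biotinylated H3K9 peptide, 20 µM SAM and 20 nM enzyme, which had been preincubated 15 min with compound.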
Pol eta inh – qHTS for Inhibitors of Polymerase Eta; recombinant Pol eta, fluorescent DNA replication assay; Potency, µM (doses to about 114 µM), inactives show top-dose activity change, negative = inhibition, most hits filed as inhibitors; 1.2% of 390,000 active; AID 588591, 2011; note: % is set by controls: 0 for no effect and ±100 for the full control effect
Target sequence (Q9Y253 whole entry, looked up): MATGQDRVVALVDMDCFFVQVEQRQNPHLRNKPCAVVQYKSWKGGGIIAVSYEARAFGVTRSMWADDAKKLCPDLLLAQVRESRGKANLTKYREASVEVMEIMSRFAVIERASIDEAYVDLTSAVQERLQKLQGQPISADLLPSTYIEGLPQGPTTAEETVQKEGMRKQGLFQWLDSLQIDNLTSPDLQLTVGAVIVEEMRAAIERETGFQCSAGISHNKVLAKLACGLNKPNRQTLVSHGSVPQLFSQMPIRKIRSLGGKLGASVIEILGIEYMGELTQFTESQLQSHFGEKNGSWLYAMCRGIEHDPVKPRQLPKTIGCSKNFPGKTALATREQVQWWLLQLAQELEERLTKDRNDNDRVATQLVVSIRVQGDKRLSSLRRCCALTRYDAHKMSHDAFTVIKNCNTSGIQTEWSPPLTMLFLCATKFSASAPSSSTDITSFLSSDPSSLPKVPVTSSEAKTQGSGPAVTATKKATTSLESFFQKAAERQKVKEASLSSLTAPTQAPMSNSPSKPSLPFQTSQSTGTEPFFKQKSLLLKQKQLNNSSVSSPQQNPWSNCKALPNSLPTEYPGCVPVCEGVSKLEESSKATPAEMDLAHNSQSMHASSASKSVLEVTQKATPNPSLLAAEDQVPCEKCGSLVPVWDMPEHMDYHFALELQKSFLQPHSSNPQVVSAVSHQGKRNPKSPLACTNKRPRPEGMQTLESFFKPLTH
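Pol eta (10 nM) was preincubated with compounds for 15 min at room temperature, after which fluorescent replication substrate (50 nM final) was added to start the reaction. Fluorescence was read kinetically at 0 and 10 min.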
JMJD2A Tudor – qHTS Assay for Inhibitors of JMJD2A-Tudor Domain | Lysine-specific demethylase 4A (Homo sapiens), O75164 | AlphaScreen JMJD2A-Tudor / H3K4me3 peptide binding | Potency, µM (highest dose often 114 µM), for inactives: at the top dose activity change, negative = inhibition, usual class: inhibitors | 4.4% of 390,000 active; note: % is set by controls: 0 for no effect and ±100 for the full control effect; nearly all actives have a fitted effect of over 50% in size
* hit, by the source's call; u = inconclusive; x = no result given; [ ] = another dose, or the depositor's remark. Calls come from the whole dose curve; as a rule, active = well fitted curve in the direction sought with a large enough effect; inconclusive = small, poorly fitted or top-dose-only effect, or another doubt; inactive = no such curve, though single readings can be large; an effect the other way counts as inactive or inconclusive. Potency is the fitted concentration of half-maximal effect. Some of the compounds tested, so the mix of outcomes need not match the whole.

1) Cc1ccc(NC(=O)CN2C(=O)c3ccccc3S2(=O)=O)cc1C
2) COc1ccc(CCNC(=O)CCn2c(=O)c3ccccc3n(Cc3c(C)cc(C)cc3C)c2=O)cc1OC
3) CC1=Nc2ccccc2N=C(NC(=O)CN2CCN(c3ccccc3)CC2)C1c1ccccc1 (stereo not given)
4) O=C1NCCc2cc3c(cc21)OCO3
5) CCC1=NN=C(c2ccc(F)cc2)C(c2c[nH]c3ccccc23)N1O (stereo not given)

compound no.,1,2,3,4,5
APE1 inh,47%,x,-3%,1%,1%
Pol beta inh,-15%,4%,u,22%,-8%
POLI inh,39%[activator],8%,12%,8%,7%
Pol kappa inh,2%,5%,-10%,-17%,-4%
BLM inh,-4%,-9%,-5%,-12%,-4%
BAZ2B inh,-2%,0%,-13%,9%,-8%
G9a inh,-6%,u,x,17%[59 µM],u
Pol eta inh,-20%,-4%,-16%,8%,u
JMJD2A Tudor,-3%,-6%,-13%,-2%[11.4 µM],-13%[57.1 µM]

6) CC[C@]12c3[nH]c4cc(CCC(=O)N(C)C)ccc4c3CCN1C(=O)[C@@H](CC(=O)NCC13CC4CC(CC(C4)C1)C3)C[C@@H]2C(=O)N1CCN(C(=O)C2CC2)CC1
7) Cc1noc(C)c1C(=O)N1CCC2(CC1)CN(c1ccccn1)C2
8) c1ccc(C[C@H]2CNCCN2CC2(c3ccccc3)CC2)cc1
9) Cc1cccc(C)c1OC(=O)CSc1nnc(CNC(=O)c2ccccc2)o1
10) CC(C)CNS(=O)(=O)c1ccc(CCC(=O)N2CCN(c3ccc(F)cc3)CC2)cc1

compound no.,6,7,8,9,10
APE1 inh,14%,0%,-20%,x,-2%
Pol beta inh,x,x,x,-1%,-3%
POLI inh,11%,x,-19%,-10%,35%[activator]
Pol kappa inh,-2%,-6%[60.1 µM],-17%,-8%,-5%
BLM inh,x,2%,x,-5%,-1%
BAZ2B inh,x,x,2%,-26%,-11%
G9a inh,x,3%[12.7 µM],-7%[2.33 µM],-3%[59 µM],-47%
Pol eta inh,-5%,x,-11%,-15%,-15%
JMJD2A Tudor,-16%,x,-19%,-20%,2%

11) COC(=O)C(/C=N/OCc1ccc([N+](=O)[O-])cc1)NC(=O)c1ccccc1 (stereo not given)
12) Cc1occc1C(=O)NNC(=S)Nc1ccccc1C(F)(F)F
13) O=C(NCc1ccccc1)C1CCN(S(=O)(=O)N2CCOCC2)CC1
14) N#C/C(=C\c1ccc2c(c1)OCO2)C(=O)NCc1ccco1
15) COc1ccc(C2C3=C(CC(C)(C)CC3=O)Nc3c2c(=O)[nH]c(=O)n3Cc2ccccc2)cc1 (stereo not given)

compound no.,11,12,13,14,15
APE1 inh,-1%,2%,13%,11%,0%
Pol beta inh,25%,24%,27%,8%,u
POLI inh,1%,4%,-5%[58.9 µM],4%,-15%
Pol kappa inh,-16%,-7%,-5%,-13%,-7%
BLM inh,2%,3%,-4%,-1%,-3%
BAZ2B inh,-3%,3%,2%,-1%,-2%
G9a inh,u,6%[59 µM],11%[12.7 µM],11%,-2%[59 µM]
Pol eta inh,-5%,-13%,-7%,-15%,-7%
JMJD2A Tudor,14%,-3%,-5%,-15%,6%

16) O=C(c1ccc2c(c1)OCCO2)N(Cc1cccnc1)c1nc2ccc(F)cc2s1
17) CCOc1cc(/C=C2\N=C(SC)SC2=O)cc([N+](=O)[O-])c1OC(C)=O
18) CNS(=O)(=O)c1cc(OC)ccc1OC
19) CN(CC(=O)Nc1sccc1C#N)S(=O)(=O)c1ccc(F)cc1
20) CC(=Nc1ccccc1)C1=C(O)C(Cc2ccc(O)cc2)NC1=O (stereo not given)

compound no.,16,17,18,19,20
APE1 inh,x,-9%,2%,-5%,x
Pol beta inh,-8%,22µM*,0%,x,x
POLI inh,16%,u,u,1%,-10%
Pol kappa inh,-7%[60.1 µM],45µM*,8%,4%,-12%
BLM inh,-3%,-2%,0%,x,x
BAZ2B inh,3%,18µM*,5%,-3%,x
G9a inh,u,14µM*,0%[59 µM],u,x
Pol eta inh,-5%,u,-6%,4%,-23%
JMJD2A Tudor,-12%,-11%[11.4 µM],-1%,-18%,-10%

21) O=C(COc1ccc(Cl)cc1Cl)Nc1noc2ccccc12
22) O=C(N/N=C\c1ccc(F)cc1)c1ccc(Cn2cc(Br)c([N+](=O)[O-])n2)o1
23) COc1ccc(-c2[nH]c(-c3ccc(O)cc3)nc2-c2ccccc2)cc1
24) CN(C)CCCN(C(=O)C1COc2ccccc2O1)c1nc2cc3c(cc2s1)OCO3 (stereo not given)
25) Cc1ccc(C2=NN(CCC(=O)NCCCN3CCOCC3)C(=O)CC2)cc1

compound no.,21,22,23,24,25
APE1 inh,-6%,5%,x,7%,61%[activator]
Pol beta inh,14%,u,6%,16%,-6%
POLI inh,-1%,-12%,1%,-18%,0%
Pol kappa inh,4%,-20%,-22%,-5%,-5%
BLM inh,-3%,0%,-10%,6%,-2%
BAZ2B inh,-3%,u,10µM*,u,-3%
G9a inh,16%,-1%[59 µM],u,x,24%[59 µM]
Pol eta inh,7%,-11%,-15%,1%,-2%
JMJD2A Tudor,-21%,-12%,63µM*,-30%,-20%

26) CCc1nnc(NC(=O)CN2C(=O)NC3(CCCC3)C2=O)s1
27) CCCCC/C=C\C/C=C\CCCCCCCC(=O)NCC(=O)O
28) O=C(c1cc(-c2ccncc2)nc2ccccc12)N1CCN(c2ccccn2)CC1
29) CCCOc1ccc(C2C(=O)N(C3CCCCC3)CC(=O)N2C2CCCCC2)cc1OC (stereo not given)
30) CCOC(=O)c1c(-c2ccc(OC)c(OC)c2)csc1NC(=O)c1ccc(F)cc1

compound no.,26,27,28,29,30
APE1 inh,-8%,u,0%,x,x
Pol beta inh,x,x,0%,30%,6%
POLI inh,23%,x,8%,7%,5%
Pol kappa inh,1%,4%[19.4 µM],-7%,-5%[60.1 µM],7%
BLM inh,x,3%,-2%,-7%,-7%
BAZ2B inh,-5%,x,5%,-7%,0%
G9a inh,u,9%[59 µM],5%[59 µM],-15%[59 µM],15%[59 µM]
Pol eta inh,-17%,x,-4%,6%,-6%
JMJD2A Tudor,-3%,x,-15%,-21%,15%

31) CC(=O)c1ccc(N2CCN(C(=O)c3cc(S(=O)(=O)N4CCOCC4)ccc3C)CC2)cc1
32) COCCNC(=O)COC(=O)CSCc1nc2ccccc2s1
33) CCN(CC)CCCOc1nc(C)nc2c1oc1ccccc12
34) CCCCN1C(=O)NC(NC(C)=O)(C(F)(F)F)C1=O (stereo not given)
35) Nc1ccc2nc(CCCCc3nc4ccccc4[nH]3)[nH]c2c1

compound no.,31,32,33,34,35
APE1 inh,-4%,-7%,-4%,-1%,36%
Pol beta inh,x,29%,61%,3%,-8%
POLI inh,28%,4%,8%,11%,15%
Pol kappa inh,-2%,-7%,5%,5%,3%
BLM inh,x,3%,3%,1%,-2%
BAZ2B inh,x,9%,u,7%,u
G9a inh,x,79µM*,35µM*,24%[59 µM],35µM*
Pol eta inh,-18%,-1%,-7%,-20%,-9%
JMJD2A Tudor,-16%,-15%,-19%,7%,u

Rewritten with bars between the fields: entries from further up.
nr | compound | APE1 inh | Pol beta inh | POLI inh | Pol kappa inh | BLM inh | BAZ2B inh | G9a inh | Pol eta inh | JMJD2A Tudor
29 | CCCOc1ccc(C2C(=O)N(C3CCCCC3)CC(=O)N2C2CCCCC2)cc1OC (stereo not given) | x | 30% | 7% | -5%[60.1 µM] | -7% | -7% | -15%[59 µM] | 6% | -21%
30 | CCOC(=O)c1c(-c2ccc(OC)c(OC)c2)csc1NC(=O)c1ccc(F)cc1 | x | 6% | 5% | 7% | -7% | 0% | 15%[59 µM] | -6% | 15%
31 | CC(=O)c1ccc(N2CCN(C(=O)c3cc(S(=O)(=O)N4CCOCC4)ccc3C)CC2)cc1 | -4% | x | 28% | -2% | x | x | x | -18% | -16%
32 | COCCNC(=O)COC(=O)CSCc1nc2ccccc2s1 | -7% | 29% | 4% | -7% | 3% | 9% | 79µM* | -1% | -15%
33 | CCN(CC)CCCOc1nc(C)nc2c1oc1ccccc12 | -4% | 61% | 8% | 5% | 3% | u | 35µM* | -7% | -19%
34 | CCCCN1C(=O)NC(NC(C)=O)(C(F)(F)F)C1=O (stereo not given) | -1% | 3% | 11% | 5% | 1% | 7% | 24%[59 µM] | -20% | 7%
35 | Nc1ccc2nc(CCCCc3nc4ccccc4[nH]3)[nH]c2c1 | 36% | -8% | 15% | 3% | -2% | u | 35µM* | -9% | u

The listing continues.
36) O=C1CCC2S/C(=C/Nc3ccc(C(F)(F)F)cc3)C(=O)N12 (stereo not given)
37) CN(C(=O)c1ccc(Br)o1)C1CCCCC1
38) COc1ccc(C(=O)N/C(=C/c2cccnc2)C(=O)NCc2ccco2)cc1OC
39) c1ccc(OCc2noc(CN3CCC(C4CCCCC4)C3)n2)cc1 (stereo not given)
40) CCOc1cc(S(=O)(=O)NCc2ccncc2)ccc1Cl
41) CCOC(=O)N1CCC(n2c(SCC(=O)NCc3ccco3)nc3ccsc3c2=O)CC1

compound no.,36,37,38,39,40,41
APE1 inh,u,5%,4%,-4%,-1%,0%
Pol beta inh,25%,42%,2%,29%,4%,1%
POLI inh,47%[activator],34%[activator],40%[activator],8%,27%,13%
Pol kappa inh,-11%,1%,-8%,-3%,-8%,1%
BLM inh,-5%,-1%,0%,-5%,-6%,0%
BAZ2B inh,u,-19%,1%,-9%,-18%,-8%
G9a inh,u,9%,5%,x,-9%,-10%[12.7 µM]
Pol eta inh,5%,-21%,-6%,-3%,-21%,-5%
JMJD2A Tudor,-14%[11.4 µM],-10%,-15%,-48%,-18%,-12%
